NF-kB neuron act: NF-kB expression increase, human neuronal cells. fold change at 12.5 µM. NF-kB reporter expression; active compounds read high. actives 1.6% (n = 190,000); in the data active means fold change above about 3.3
TLR4 MyD88 comp: TLR4-MyD88 interaction inhibition in cells; O00206+Q99836; HeLa CL3-4 TLR4/MyD88 BLA complementation, FRET ratio; inhibition, % at 8.4 µM; actives 0.18% (n = 200,000); AID 861; in the data active means inhibition above about 25%;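 further: 0% = vehicle and 100% = reference inhibitor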
Diaphorase act: counter-screen for diaphorase-based assays: diaphorase activators and chemical reducers | Diaphorase/resazurin coupled assay, resorufin fluorescence, 16 min; active compounds read high; 1 = vehicle wells, 0 = NADH-free wells | activation factor at 20 µM | actives 0.005% (n = 190,000) | AID 1229;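 active means diaphorase activity raised at least twofold by the compound at 20 µM; inactive means activation factor below 2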
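Test system: Clostridium kluyveri diaphorase, purified enzyme. Buffer or medium: 50 mM HEPES pH 7.4 buffer plus MgCl2 and Tween 20. Also added: 0.114 mM NADH and 0.1 mM resazurin, final amounts. Dosing: compound 20 µM once, DMSO 1%. Schedule: 16 min enzyme reaction, ambient temperature. Detection: fluorescence of resorufin, 544 nm excitation, 590 nm emission.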
FLuc act counter: firefly luciferase counter-screen for stimulation assays | activation factor at 10 µM | P08659 | ATPlite luciferase biochemical, luminescence, 10 min; 0 = ATP-free wells, 1 = DMSO control | AID 1027 | 200,000 tested, under 10 active;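 active means luciferase activation factor, scaled between plate controls, of at least 2 with compound at 10 µM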
Target sequence (P08659 whole entry, looked up): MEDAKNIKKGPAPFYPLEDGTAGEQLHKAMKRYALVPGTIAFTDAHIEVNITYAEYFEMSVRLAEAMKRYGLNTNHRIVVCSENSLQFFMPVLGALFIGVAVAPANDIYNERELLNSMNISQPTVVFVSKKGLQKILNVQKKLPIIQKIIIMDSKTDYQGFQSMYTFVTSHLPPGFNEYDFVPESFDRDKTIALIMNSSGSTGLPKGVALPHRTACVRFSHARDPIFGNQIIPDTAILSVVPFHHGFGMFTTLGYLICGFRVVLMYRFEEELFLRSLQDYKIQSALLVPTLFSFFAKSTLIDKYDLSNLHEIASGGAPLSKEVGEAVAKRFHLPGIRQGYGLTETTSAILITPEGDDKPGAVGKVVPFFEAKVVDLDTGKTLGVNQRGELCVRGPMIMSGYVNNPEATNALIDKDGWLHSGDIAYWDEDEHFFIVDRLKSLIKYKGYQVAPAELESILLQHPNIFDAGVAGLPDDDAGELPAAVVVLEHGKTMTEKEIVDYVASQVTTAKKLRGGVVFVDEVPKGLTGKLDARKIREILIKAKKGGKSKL
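System: Luciferase/luciferin detection reagent, cell-free biochemical luciferase assay | Medium: PBS buffer for ATP | Dosing: Test compounds dosed from 2 mM stocks in 100% DMSO | Timing: 10 min at ambient temperature | Signal: Luminescence measurement of luciferase light output | Evaluation: Luciferase activation, seen as luminescence increase over controls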
APP 5UTR inh: APP translation inhibition; SH-SY5Y APP 5'UTR-luciferase reporter, luminescence; inhibition, % at 2 µM; actives 0.82% (n = 190,000);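 active means inhibition above a set limit, derived from the sample mean plus 3 SD, cut at about 45% in these data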; further: values of inactives mirror those of a sister screen read the other way
APP 5'UTR act: activates APP 5'UTR luciferase reporter. SH-SY5Y APP 5'UTR luciferase reporter, luminescence; zero percent = DMSO vehicle wells. activation, % at 2 µM. actives 1% (n = 190,000);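 active means activation above a set limit, based on mean plus 3 SD of controls, cut at about 140% in these data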; further: values of inactives mirror those of a sister screen read the other way
Diaph inh CS: diaphorase inhibition or chemical oxidation counter-screen. actives 0.69% (n = 190,000). diaphorase resazurin-to-resorufin fluorescence, NADH, 16 min; bacterial (C. kluyveri) enzyme, not human. inhibition, % at 20 µM;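 active means primary screen inhibition at 20 µM above a set limit, cut at about 50% in these data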;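 further: plate controls were DMSO with full reaction for no effect and wells lacking NADH for full effect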
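System: Bacterial diaphorase enzyme (C. kluyveri) | Incubation: 16-min room-temperature incubation before reading | Benchmarks: No-NADH positive control and DMSO neutral control | Measured by: Resorufin fluorescence 544/590 nm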
G6PDH CS: inhibits Leuconostoc G6PDH, flagging false hits in G6PDH-based assays. inhibition, % at 5 µM. actives 0.12% (n = 200,000). Purified L. mesenteroides G6PDH, diaphorase/resazurin coupled fluorescence, 45 min; in the data active means inhibition above about 50%
FLuc inh counter: inhibits firefly luciferase, flagging false hits in luciferase inhibition screens. P08659. ATPLite firefly luciferase biochemical luminescence, 10 min. inhibition, % at 10 µM. actives 1.5% (n = 200,000);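 active means inhibition above about 50% when tested at 10 µM, limit read from the data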
STAT1 act: activators of IFN-gamma induced STAT1 signaling; NIH 3T3 STAT1-luciferase reporter, luminescence; 100% = IFN-gamma alone, no compound; activation (% of control), % at 5.5 µM; actives 2.6% (n = 200,000); AID 932;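 active means activation above the screen-wide mean activation plus 3 SD, cut at about 130% in these data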;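 further: raw ratio to IFN-gamma control signal so 100% means no change and 0% no light; values of inactives mirror those of a sister screen read the other way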
* = called active by the depositor; / = not tested or not shown.

SMILES	NF-kB neuron act	TLR4 MyD88 comp	Diaphorase act	FLuc act counter	APP 5UTR inh	APP 5'UTR act	Diaph inh CS	G6PDH CS	FLuc inh counter	STAT1 act
O=C(Nc1ccc(S(=O)(=O)N2CCCC2)cc1)c1ccc(CN2CCc3ccccc3C2)cc1	0.68	-11	0.9	1	11	-11	8	-10	-2	81
O=C(COc1ccccc1F)N1c2ccccc2CCc2ccccc21	0.67	4	0.7	1.1	13	-13	29	-10	-6	100
OCCN(CC(O)COc1ccccc1)CC(O)Cn1ccc2ccccc21 (stereo not drawn)	0.69	6	0.9	1	12	-12	6	-7	-2	105
O=C(Nc1ccccc1)N1CCC(C(=O)N2CCN(S(=O)(=O)c3cccc(F)c3)CC2)CC1	/	-11	1	1	3	-3	3	4	-2	106
O=S1(=O)NC(=NCCc2ccccn2)c2ccccc21	1.1	16	1	1	5	-5	2	0	-2	106
NC(=O)c1ccccc1OCC(=O)c1ccc(Cl)cc1	1.1	8	1	0.9	-7	7	-3	2	6	101
CCOC(=O)C1(CCOc2ccccc2)CCN(Cc2ccc3c(c2)OCCO3)CC1	0.65	-17	0.8	1	-8	8	17	8	-4	90
Cc1ccc(C(=O)COC(=O)c2cnccn2)cc1	1.4	11	1	0.6	0	0	0	2	40	109
O=C1Nc2ccccc2C1(O)c1ccccc1 (stereo not drawn)	0.92	-4	1	1	12	-12	5	-6	-4	98
CCOC(=O)CSc1nc2ccccc2n1CC(=O)N1CCN(c2ccccc2)CC1	1.1	-1	0.9	1	-6	6	8	7	2	97
CCOC(=O)c1[nH]c2c(c1C)C(=O)CC(c1ccc(OCC)c(OC)c1)C2 (stereo not drawn)	1.2	-3	1	1	5	-5	1	0	-1	107
CCc1ccc(-n2nnnc2SCC(=O)NNC(=O)c2ccco2)cc1	1	7	0.8	1.1	2	-2	16	1	-9	97
O=C(COC(=O)/C=C/c1cccc(C(F)(F)F)c1)NCc1ccc(F)cc1	1.2	4	0.9	1.1	-2	2	12	14	-8	92
COc1ccccc1CNC(=O)CSc1cc(=O)n(C)c2ccccc12	1.5	-17	0.9	1	0	0	14	6	-1	93
O=C(CNS(=O)(=O)c1ccc(Br)s1)NC1CCCc2ccccc21 (stereo not drawn)	0.97	-8	0.8	1.1	-21	21	16	9	-8	97
O=C(Cc1ccc(Cl)c(Cl)c1)Nc1cccc2ncccc12	1.1	8	0.9	1	3	-3	8	1	-4	90
O=C(Nc1ccc2c(c1)CCC2)c1cc2ccccc2o1	11*	3	0.9	0.5	-185	185*	14	7	54*	151*
CN(C)c1cc[n+](CC(=O)Nc2c(Cl)cc(Cl)cc2Cl)cc1	1.8	-12	0.9	1.1	12	-12	11	8	-8	108
COc1cnc(SCc2ccc(Cl)c(Cl)c2)nc1Cl	3.2	6	1	1	14	-14	4	6	-2	104
S=C(NCC1CCCO1)N1CCN(c2ccc(Cl)c(Cl)c2)CC1 (stereo not drawn)	0.69	-14	0.8	1	-36	36	21	1	-4	80
Cn1c(SCC(=O)Nc2cccc(S(=O)(=O)NC3=NCCCCC3)c2)nnc1-c1ccncc1	1.2	-3	1	1.1	1	-1	0	6	-8	106
N=c1c2c3c(sc2ncn1Cc1ccco1)CCCCC3	1.3	9	1.1	0.9	5	-5	-8	6	7	100
C=CCNC(=O)C1CC(c2cccc(OC)c2)=NO1 (stereo not drawn)	1.4	7	0.8	1.1	4	-3	18	2	-8	100
Cc1ccccc1Nc1c([N+](=O)[O-])ccc2c1=NC1(CCCCC1)N=2	1.1	-1	0.8	1	7	-7	24	7	-2	108
C=CC[N+](C)(C)C/C(Cl)=C(\Cl)c1ccccc1	1.3	8	1	1.1	19	-19	5	10	-5	100
Cc1ccc(C(=O)O/N=C2\CCS(=O)(=O)c3sccc32)cc1	1.3	-5	1	0.7	-8	8	-2	3	25	102
CC1OC(Nc2cccc3ccccc23)C(O)C(O)C1O (stereo not drawn)	0.95	-7	0.6	1.1	-4	4	43	19	-6	95
CCn1c2c(c(C)cc1=O)C(=O)CC(C)(C)C2	1.1	-3	1	1	11	-11	3	-1	-4	94
O=C(COC(=O)/C=C/c1ccc(Cl)cc1)NCCC1=CCCCC1	1	-4	1.1	1	9	-9	-6	10	3	101
CC(=O)c1cccc(NC(=O)CN(C2CCCCC2)S(C)(=O)=O)c1	0.81	2	1	1	0	0	4	6	-4	98

Single records (already shown). Order of values: NF-kB neuron act | TLR4 MyD88 comp | Diaphorase act | FLuc act counter | APP 5UTR inh | APP 5'UTR act | Diaph inh CS | G6PDH CS | FLuc inh counter | STAT1 act
`O=C(Nc1ccc2c(c1)CCC2)c1cc2ccccc2o1` reads 11* | 3 | 0.9 | 0.5 | -185 | 185* | 14 | 7 | 54* | 151*
`O=C(Cc1ccc(Cl)c(Cl)c1)Nc1cccc2ncccc12` reads 1.1 | 8 | 0.9 | 1 | 3 | -3 | 8 | 1 | -4 | 90
`Cc1ccc(C(=O)O/N=C2\CCS(=O)(=O)c3sccc32)cc1` reads 1.3 | -5 | 1 | 0.7 | -8 | 8 | -2 | 3 | 25 | 102

Continuation.
SMILES	NF-kB neuron act	TLR4 MyD88 comp	Diaphorase act	FLuc act counter	APP 5UTR inh	APP 5'UTR act	Diaph inh CS	G6PDH CS	FLuc inh counter	STAT1 act
CC(C(=O)O)N1C(=O)/C(=C/c2cccn2C)SC1=S (stereo not drawn)	1	1	0.9	1	-21	21	12	4	-3	102
COc1ccc(CCNC(=S)Nc2cc(C)cc(C)c2)cc1	1	-3	0.9	1	2	-2	5	-4	-2	89
O=C(CN1C(=O)CSc2ccc(S(=O)(=O)N3CCOCC3)cc21)NCc1cccnc1	1	-25	0.9	1	11	-11	9	-1	-4	100
Cc1cccc(NC(=O)Cn2c(C)c(C#N)c3ccccc32)c1C	1.4	4	0.9	1	-7	7	10	3	-3	91
O=C(Nc1nc2c(s1)CN(Cc1ccccc1)CC2)c1cccc(S(=O)(=O)N2CCc3ccccc32)c1	0.96	19	1	1	13	-13	-3	4	1	90
CN(Cc1ccccc1)C(=O)[C@H]1CCC(=O)N1Cc1ccco1	1.2	-10	1	1	-24	24	4	2	0	100
O=S(=O)(c1ccc(Sc2nnc3ccccn23)nc1)N1CCOCC1	1.4	-6	1	1	-23	23	4	3	-2	93
CC1=CS/C(=C(/C#N)C(=O)N2CCOCC2)N1c1ccccc1	1.2	-5	0.9	1	-10	10	7	6	-3	97
Cc1ccc(/C=C/C(=O)NCc2cccs2)o1	1.4	5	0.9	0.9	-22	22	12	9	5	108
COc1ccc(-n2c(-c3ccc(Cl)cc3)c[n+]3c2CCc2ccccc2-3)cc1	0.7	18	1	1	-8	8	5	7	-4	78
Cc1cc(OCC(=O)NCc2ccccn2)cc(C)c1Br	1.1	-9	0.9	1.1	-13	13	10	4	-5	98
O=C(CSc1ccccc1)Nc1ccncc1	0.99	11	0.8	1	-8	8	22	2	-3	91
O=C(NNc1ncc(C(F)(F)F)cc1Cl)c1c(Cl)cccc1Cl	1.1	9	0.9	1	15	-15	10	15	-5	106
COc1ccc2c(c1)CC/C(=C\Nc1ccc3c(c1)OCO3)C2=O	3.8*	-2	0.2	0.3	-31	31	82*	59*	68*	130*
Cc1ccc(NC(=O)c2ccc(OC(F)F)cc2)cc1S(=O)(=O)N(C)C	0.91	-5	0.8	0.8	-14	14	17	7	21	106
Cc1noc(C)c1CCC(=O)N1CCCC(CCC(=O)NCc2ccc(F)c(F)c2)C1 (stereo not drawn)	1.1	2	0.9	1	-8	8	9	8	-3	97
O=[N+]([O-])c1ccc(/C=C/c2ccc3ccccc3n2)cc1	5.2*	6	0.9	0.2	-165	165*	7	-1	76*	51
Fc1ccc(CSc2nnc(-c3cccnc3)o2)cc1	1.8	5	1	1	33	-33	1	2	1	104
Cc1nn(-c2ccccc2)c(N2CCCC2)c1/C=N/NC(=O)c1cc(-c2ccccc2)nc2ccccc12	0.76	-5	1	1	-11	11	4	-14	0	101
CC1OC2(OC1C)C(=O)Nc1ccccc12 (stereo not drawn)	1	-2	1	1.1	-2	2	1	5	-5	95
CC1CCN(CCCNC(=O)c2ccc(CS(=O)(=O)Cc3ccccc3F)o2)CC1	1.1	-6	1	1	-1	1	-2	12	0	96
O=P(CCO)(c1ccccc1)c1ccccc1	1	-4	1.1	1	-11	11	-13	6	4	94
CCOc1c(Br)cc(CNCc2cccs2)cc1OC	1.2	-10	0.9	1	8	-7	8	-4	-3	97
CCCn1c2c(c(=N)c3c1CCC3)CCCC2	0.71	-3	0.9	1.1	-9	9	11	5	-5	80
O=C(CSc1ccccc1)NCc1ccc(F)cc1	1	8	1	1	-9	9	-2	18	-2	114
O=C(NCCc1ccccc1F)C1CCCN1S(=O)(=O)c1ccccc1 (stereo not drawn)	1.1	-1	0.9	1	-18	18	11	2	-5	102
O=C(Nc1ccc(N2CCCC2)c(Cl)c1)c1ccc2c(c1)OCCO2	1.6	3	/	/	-49	49	/	/	/	123
CC(NCC(O)COc1ccc(S(=O)(=O)N2CCOCC2)cc1)c1ccccc1 (stereo not drawn)	0.91	5	0.9	1	-5	5	13	1	-2	100
CN=C1NN=C(c2cc(C)n(-c3ccc(Cl)cc3)c2C)CS1	0.97	-10	0.8	0.5	-42	42	19	18	47	108
Cc1nn(C(=O)C2CC2)c(C)c1Sc1ccc(Cl)cc1	0.96	8	0.9	1.1	/	/	14	3	-5	104
Cc1nn(C)c(C(=O)Nc2ccn(C34CC5CC(CC(C5)C3)C4)n2)c1[N+](=O)[O-]	0.84	0	0.9	1	-4	4	10	3	-4	109
Cc1[nH]n(-c2ccccc2)c(=S)c1C=Nc1ccc([N+](=O)[O-])cc1	1.3	-8	0.7	0.9	11	-11	28	12	12	90
CN(CCc1ccccc1)Cc1nc(-c2cnccn2)no1	1.1	1	0.8	1	-29	29	20	8	-2	104
NC(=O)c1c(-c2ccccc2)oc2ccc(O)cc12	1.2	-14	0.8	1	-6	6	21	-13	-4	114
COc1ccccc1NC(=O)CCSc1nc(C)cc(C)n1	1.1	-6	1	1	-18	18	2	-3	0	104
CC(C)(C)NC(=O)c1cccnc1Sc1ccccc1	1.1	8	0.9	1	-2	2	8	10	-2	94
CCCn1c(SCC(=O)Nc2ccccc2CC)nnc1C(C)C	0.93	-3	0.9	1	-3	3	14	-10	-3	89
C[n+]1ccc(/C=N/Nc2nc(Cl)c(C#N)c(Cl)c2Cl)cc1	2.3	2	/	1	6	-6	/	13	2	87
Cc1cc(C)n2nc(SCC(=O)Nc3c(C)n(C)n(-c4ccccc4)c3=O)nc2n1	1.1	7	0.9	1	-5	5	15	7	-4	93
